Compound activity as filed in PubChem.
PAX8 reporter = PAX8 transcriptional activity inhibition | RMG-I TPO-luciferase reporter, SteadyGlo, 24 h | inhibition, % at 12.6 µM | hit rate 1.2% among 360,000;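 active means mean replicate inhibition at least 60% with every replicate also reaching 60%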;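 further: luciferase light reporting Pax8 driven TPO promoter activity; plate controls were median of neutral control wells for no effect and mitoxantrone controls for full effect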
PGC1a acetyl inh = lowers PGC1a acetylation signal in U2OS cells; inhibition, % at 15.6 µM; hit rate 0.17% among 350,000; AlphaScreen anti-acetyl-lysine; with virally co-expressed GCN5 acetyltransferase;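 active means every replicate shows inhibition of at least 40%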;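 further: 0% = neutral control wells and 100% = positive control wells; some results beyond the cut were filed as inactive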
EWS-Fli block = inhibitors of EWS/Fli oncoprotein transcriptional activity. A673 NR0B1-luciferase reporter, viability-normalised. inhibition, % at 12.6 µM. hit rate 0.67% among 350,000. AID 651661;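 active means mean inhibition of at least 50% after viability correction, with every replicate also passing that limit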;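 further: firefly luciferase signal divided by Alamar Blue viability fluorescence both relative to DMSO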
S100A4 MyoIIA = S100A4-myosin IIA interaction inhibition; P26447; S100A4/TAMRA-MyoIIA peptide fluorescence polarization; inhibition, % at 10.7 µM; hit rate 0.14% among 360,000;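 active means mean inhibition of at least 70% across replicates, with every replicate also reaching that level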
Target sequence (P26447 whole entry, looked up): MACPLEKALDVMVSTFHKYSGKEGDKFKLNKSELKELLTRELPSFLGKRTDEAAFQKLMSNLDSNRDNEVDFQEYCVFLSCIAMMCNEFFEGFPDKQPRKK
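Assay system: human S100A4 monomer with TAMRA-labelled myosin IIA peptide / Buffer or medium: Calcium-containing HEPES buffer, pH 7.2 / Reagent: TAMRA-labelled myosin IIA heavy-chain peptide probe, 5 nM / Compound: one dose per compound / Timing: polarization read 5 min after assay mix addition, stable 5–60 min / Benchmarks: neutral control DMSO, positive control TFP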
FN deposit inh = fibronectin deposition inhibition. AH1F fibroblasts, Alexa488-fibronectin deposition fluorescence, overnight. inhibition, % at 12.6 µM. hit rate 0.086% among 350,000;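 active means mean inhibition across replicates of 30% or more, regardless of how many single replicates reach that level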;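 further: positive control wells lacked labelled fibronectin entirely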
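Material – AH1F fibroblast monolayer, labelled fibronectin deposition · Reagent – labelled fibronectin 24 nM · Timing – 1 h adhesion, overnight exposure · Measured by – fluorescence at 485 nm excitation, 525 nm emission · Read-out – inhibition of fibronectin deposition signal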
ERAP1 inh = ERAP1 (human) enzyme inhibition; Q9NZ08; recombinant ERAP1, Leu-AMC fluorescence, 60 min; inhibition, % at 10.7 µM; hit rate 0.15% among 340,000;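 active means mean replicate inhibition of at least 30%, or all replicates individually reaching that 30% level; inactive means mean below 30% and not every replicate reaching it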;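 further: 0% = neutral control wells and 100% = L-leucinethiol positive control wells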
Target sequence (Q9NZ08 whole entry, looked up): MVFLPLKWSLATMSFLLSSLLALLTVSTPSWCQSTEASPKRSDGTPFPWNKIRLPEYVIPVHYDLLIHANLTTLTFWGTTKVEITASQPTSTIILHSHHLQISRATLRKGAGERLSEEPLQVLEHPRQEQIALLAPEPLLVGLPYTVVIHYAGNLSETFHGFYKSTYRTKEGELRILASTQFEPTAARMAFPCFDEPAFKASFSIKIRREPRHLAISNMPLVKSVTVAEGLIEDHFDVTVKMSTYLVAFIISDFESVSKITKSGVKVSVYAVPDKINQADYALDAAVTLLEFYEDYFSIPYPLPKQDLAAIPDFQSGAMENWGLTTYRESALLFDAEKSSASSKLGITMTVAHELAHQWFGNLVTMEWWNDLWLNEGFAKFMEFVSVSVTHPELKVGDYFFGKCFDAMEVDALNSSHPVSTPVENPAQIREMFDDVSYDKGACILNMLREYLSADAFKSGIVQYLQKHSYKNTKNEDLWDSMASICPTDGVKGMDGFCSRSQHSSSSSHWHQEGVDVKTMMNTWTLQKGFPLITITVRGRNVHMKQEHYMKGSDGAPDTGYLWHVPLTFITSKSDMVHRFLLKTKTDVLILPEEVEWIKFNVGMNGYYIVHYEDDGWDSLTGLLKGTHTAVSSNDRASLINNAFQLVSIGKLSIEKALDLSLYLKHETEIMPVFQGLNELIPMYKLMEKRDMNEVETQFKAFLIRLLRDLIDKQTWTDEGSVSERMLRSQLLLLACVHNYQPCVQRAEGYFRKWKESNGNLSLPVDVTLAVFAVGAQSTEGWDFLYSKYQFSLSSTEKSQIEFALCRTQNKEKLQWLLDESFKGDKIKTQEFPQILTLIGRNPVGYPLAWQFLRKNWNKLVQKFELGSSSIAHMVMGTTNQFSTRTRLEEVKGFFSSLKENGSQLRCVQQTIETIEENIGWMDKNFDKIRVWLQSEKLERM
LGR2 inh = blocks bursicon-induced cAMP signaling via Drosophila LGR2; HEK293 LGR2, CRE-luciferase, bursicon-stimulated, 4 h; AID 720647; hit rate 0.35% among 380,000; inhibition, % at 9.99 µM;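 active means drop in luminescence signal, shown as inhibition above about 50% in the replicate tests, limit read from the data, passing the limit was not always enough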;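 further: agonist challenge used bursicon conditioned medium at about half maximal strength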
PglD inh = blocks C. jejuni PglD acetyltransferase activity; hit rate 0.098% among 360,000; AID 602405; purified PglD enzyme, DTNB colorimetric CoA detection; inhibition, % at 12.5 µM; in the data active means inhibition above about 16%, passing the limit was not always enough; further: strong numbers were not always called active
* hit, by the source's call; nt = not tested or not shown.

SMILES	PAX8 reporter	PGC1a acetyl inh	EWS-Fli block	S100A4 MyoIIA	FN deposit inh	ERAP1 inh	LGR2 inh	PglD inh
COc1cc(NC(=O)Nc2nnc([C@H]3C[C@H](O)[C@@H](CO)O3)s2)cc(OC)c1	14.7	-7.9	-4.1	1.3	-4.9	-0.2	-7.8	2.2
CC1CCCN(CCCNC(=O)c2ccc(CS(=O)(=O)c3c(Cl)cccc3Cl)o2)C1 (stereo not given)	1.4	12.2	-3.9	-5.2	-6.4	-11.1	7.8	-5.7
COc1cccc(NC(=O)N2C[C@H](O)COC[C@H]3O[C@@H](CC(=O)NC4Cc5ccccc5C4)CC[C@@H]32)c1	8.1	12.5	-26.4	-4.2	-8.3	-3.7	1.3	0.5
Cc1noc(C)c1NC(=O)N(C)C[C@@H]1OCCCC[C@@H](C)Oc2ccc(NS(=O)(=O)c3cccs3)cc2C(=O)N([C@@H](C)CO)C[C@H]1C	-1.8	9.2	-6.5	-11.3	nt	-1.2	18.0	2.5
C[C@@H]1CN([C@@H](C)CO)S(=O)(=O)c2ccc(-c3cccc(F)c3)cc2O[C@H]1CN(C)S(C)(=O)=O	-3.8	-6.5	31.2	6.3	nt	0.0	2.8	3.5
c1cc(Nc2ncnc3sc4c(c23)CCC4)ccn1	4.3	nt	6.8	2.5	8.8	2.3	13.5	3.1
NS(=O)(=O)c1ccc(CNC(=O)c2ccc(S(=O)(=O)C(F)F)cc2)cc1	-7.2	17.5	-3.0	3.6	-0.8	-2.1	11.9	1.6
COCCNC(=O)C(=O)N/N=C/c1ccccc1C(F)(F)F	3.8	3.3	nt	nt	-0.6	nt	nt	8.6
O=C(C[C@@H]1C=C[C@H](NC(=O)CCN2CCCCC2)[C@@H](CO)O1)Nc1ccc(-c2ccccc2)cc1	-2.3	2.3	-9.6	-0.7	10.0	-2.1	-3.1	-0.8
COc1cc(-c2cc(C(=O)Nc3ccc(O)cc3)c3ccccc3n2)cc(OC)c1OC	9.0	nt	16.8	3.4	6.1	-1.1	9.3	nt
Cc1ccc(NC(=O)c2ccc(OCC3CCCO3)cc2)cc1Cl (stereo not given)	-151.9	nt	-58.7	-6.0	2.0	3.5	-56.1	-5.3
Cc1ccc2c(c1)N(CC(=O)NC1CCCC(C)C1C)C(=O)c1cccnc1O2 (stereo not given)	22.7	nt	4.3	-1.2	11.0	-1.6	-6.6	0.3
Cc1cc(NC(=O)c2ccc(NC(=O)c3cccs3)cc2)no1	nt	-11.6	nt	nt	-11.8	nt	-7.9	-3.6
O=C(COC(=O)c1ccc([N+](=O)[O-])o1)Nc1ccc(N2CCOCC2)cc1	1.7	nt	-9.8	-9.5	0.7	0.3	3.4	7.3
COc1cccc(NC(=S)Nc2cccnc2)c1	-12.2	3.4	nt	nt	nt	nt	-29.3	1.6
COc1ccccc1N1CCN(c2ccnc3cc(Cl)ccc23)CC1	18.6	nt	54.3*	14.5	18.7	3.0	10.1	2.0
CC(C)C(=O)Nc1ccc(NC(=S)NC(=O)c2ccccc2F)cc1	-38.8	-1.5	-21.6	-4.2	2.2	0.2	-65.3	-2.2
O=C(OCC(=O)C12CC3CC(CC(C3)C1)C2)c1ccccc1O	-9.4	-0.4	-6.3	3.6	-14.4	-2.0	-33.3	-1.4
CC(=O)Nc1ccc(S(=O)(=O)Oc2ccc(N3C(=O)C4CCCCC4C3=O)cc2)cc1 (stereo not given)	8.0	-2.0	nt	-7.7	4.7	4.3	1.5	2.4
CCOc1ccc(CNc2ccc(S(N)(=O)=O)cc2)cc1	-11.2	17.0	5.4	0.6	5.6	-0.1	-5.8	nt
CCOC(=O)/C(=C/c1ccc(F)cc1)NC(C)=O	2.1	nt	nt	nt	3.4	nt	5.4	5.1
COc1ccc(C(=S)N2CCCC2)cc1	-3.5	-4.6	nt	nt	1.4	nt	nt	-2.2
CCS(=O)(=O)N1CCC(C(=O)Nc2cc(C)ccc2O)CC1	0.7	-4.0	3.4	-6.2	1.6	-2.5	-0.7	10.8
COc1cc(C(=O)OCCC(C)C)cc(OC)c1O	-4.1	-7.5	9.5	-5.3	-0.3	-3.3	10.3	8.5
CCN(C(=O)CSc1n[nH]c(-c2cccs2)n1)C1CCS(=O)(=O)C1 (stereo not given)	6.8	4.9	-1.2	-3.6	0.8	6.4	-2.0	-0.2
CCOc1ccc2oc(C(=O)N(CCOC)c3c(N)n(CC(C)C)c(=O)[nH]c3=O)c(C)c2c1	0.4	-5.8	-0.2	0.0	-23.5	-1.7	-10.0	-4.9
CCOC(=O)c1c(-c2ccc(C)o2)csc1NC(=O)COC(=O)c1cccs1	0.2	2.0	nt	nt	3.2	nt	nt	-2.5
CC1Cc2ccccc2N1C(=O)COC(=O)c1cc(Br)ccc1O (stereo not given)	11.6	nt	-0.1	2.2	-13.1	-0.6	-8.0	nt
CC(OC(=O)Cc1ccsc1)C(=O)Nc1ccc(C(N)=O)cc1 (stereo not given)	-5.2	8.6	-1.9	0.7	10.4	-1.3	2.6	0.6
CN(C)C(=O)c1ccc(-c2ccccc2[C@H]2[C@@H](C#N)N(C(=O)C3CCCCC3)[C@@H]2CO)cc1	5.6	-4.4	0.9	0.0	-8.6	-1.4	-6.6	nt
Cn1ncc2c(=O)[nH]c(N)nc21	-0.2	7.6	6.9	-1.7	2.6	-4.2	15.2	nt
COc1cccc(C#Cc2ccc([C@H]3[C@H](C#N)N(C(=O)C4CC4)[C@H]3CO)cc2)c1	10.5	-32.2	-11.1	6.7	-8.5	-2.0	20.4	-2.5
CCC(=O)Nc1ccc2c(c1)OC[C@H](C)N(C(=O)c1ccccc1F)C[C@@H](C)[C@@H](OC)CN(C)C2=O	-8.8	nt	-1.3	6.2	-8.2	0.2	9.1	-3.6
CN(C)CCCNC(=O)C[C@@H]1CC[C@H]2[C@@H](COc3ccc(NC(=O)NC4CCCC4)cc3C(=O)N2C)O1	-54.7	-3.8	-32.6	-3.3	3.5	0.3	-8.5	0.7
CCOc1ccc(-n2c(=S)sc3c(=O)n(-c4ccc(F)cc4)c(SCC(=O)O)nc32)cc1	8.5	17.4	-4.3	-1.1	-3.7	0.6	6.3	-0.4
COC(C[C@@H](O)[C@@H](C)[C@H](O)COCc1ccccc1)OC	-10.8	1.7	-9.9	-4.2	-5.2	-4.9	8.7	1.2
COc1cc(OC)c(NC(=O)CNC(=O)Cn2ccc3ccccc3c2=O)cc1Cl	0.9	4.1	-0.2	-0.9	2.8	-2.0	-5.7	-0.6
NS(=O)(=O)c1ccc(CNC(=O)Cc2ccccc2F)cc1	1.3	nt	5.2	-0.7	-1.8	-2.6	1.9	nt
COc1cc(C2NC(=O)NC(c3ccccc3)=C2C(C)=O)c(Br)cc1OCC(N)=O (stereo not given)	-6.6	9.3	5.2	-4.8	7.8	2.6	-2.0	-6.3
CC(NS(=O)(=O)c1c(N)n(C)c(=O)n(C)c1=O)c1ccccc1 (stereo not given)	nt	6.5	-4.8	-2.4	1.0	-1.8	3.8	-4.3
COc1ccccc1C(=O)N1CCCC(C)(C(=O)NS(=O)(=O)C2CC2)C1 (stereo not given)	-9.7	-11.8	3.7	0.6	nt	-0.6	-14.0	3.3
C[C@@H]1CN([C@@H](C)CO)C(=O)c2cccc(NC(=O)Nc3ccc(C(F)(F)F)cc3)c2O[C@@H]1CN(C)Cc1ccncc1	-16.3	-3.1	-8.9	0.8	nt	-1.1	-20.1	1.5
C=CC(=O)NC1CCCCN(C)C1=O (stereo not given)	-6.1	nt	-10.5	-1.4	-12.6	-4.1	8.2	nt
Cc1ccc(S(=O)(=O)N(C)C[C@@H]2Oc3ccc(NS(=O)(=O)c4ccc(F)cc4)cc3CC(=O)N([C@H](C)CO)C[C@H]2C)cc1	-25.5	7.9	2.1	3.9	nt	0.2	-10.0	3.8
Cc1c(NC(=O)c2ccc(NC(=O)C3CC3)cc2)cccc1C(=O)O	12.2	nt	2.4	-6.7	nt	-3.9	19.2	0.6
C/C=C/c1ccccc1[C@H]1[C@@H](C#N)N(C(=O)Cc2ccccn2)[C@@H]1CO	-17.4	4.7	-2.9	7.0	-7.9	-3.9	9.2	nt
CC1(C(=O)NS(=O)(=O)c2ccccc2Cl)CCN1C(=O)C1(c2ccccc2)CCCC1 (stereo not given)	10.1	nt	-4.1	4.4	4.0	18.2	-24.9	0.6
COc1cccc(CN2CC(C(=O)NCCSc3nnnn3C)CCC2=O)c1 (stereo not given)	-2.8	nt	-1.9	12.5	nt	2.6	-12.2	0.2
c1ccc2c(c1)-c1nc3ccccc3cc1C2N1CCOCC1 (stereo not given)	-3.1	nt	-32.1	-6.2	-1.6	0.1	-81.1	4.7
Cc1nn(C(C)C(=O)NCc2ccco2)c(=O)c2nn(-c3ccccc3)c(C)c12 (stereo not given)	-4.5	nt	-12.4	0.4	4.3	1.6	-13.0	-4.6
CCCCNC(=O)NS(=O)(=O)c1ccc(NC(=O)C(NC(N)=O)C(C)CC)cc1 (stereo not given)	2.2	5.7	0.0	3.7	-1.6	13.6	-1.5	1.8
O=C(O)CC(Cc1ccccc1)C(=O)NCC12CC3CC(CC(C3)C1)C2 (stereo not given)	5.5	-17.6	-0.4	-2.4	-2.0	-2.0	-34.3	nt

Structural class: the entries above containing fluorine.
SMILES	PAX8 reporter	PGC1a acetyl inh	EWS-Fli block	S100A4 MyoIIA	FN deposit inh	ERAP1 inh	LGR2 inh	PglD inh
C[C@@H]1CN([C@@H](C)CO)S(=O)(=O)c2ccc(-c3cccc(F)c3)cc2O[C@H]1CN(C)S(C)(=O)=O	-3.8	-6.5	31.2	6.3	nt	0.0	2.8	3.5
NS(=O)(=O)c1ccc(CNC(=O)c2ccc(S(=O)(=O)C(F)F)cc2)cc1	-7.2	17.5	-3.0	3.6	-0.8	-2.1	11.9	1.6
COCCNC(=O)C(=O)N/N=C/c1ccccc1C(F)(F)F	3.8	3.3	nt	nt	-0.6	nt	nt	8.6
CC(C)C(=O)Nc1ccc(NC(=S)NC(=O)c2ccccc2F)cc1	-38.8	-1.5	-21.6	-4.2	2.2	0.2	-65.3	-2.2
CCOC(=O)/C(=C/c1ccc(F)cc1)NC(C)=O	2.1	nt	nt	nt	3.4	nt	5.4	5.1
CCC(=O)Nc1ccc2c(c1)OC[C@H](C)N(C(=O)c1ccccc1F)C[C@@H](C)[C@@H](OC)CN(C)C2=O	-8.8	nt	-1.3	6.2	-8.2	0.2	9.1	-3.6
CCOc1ccc(-n2c(=S)sc3c(=O)n(-c4ccc(F)cc4)c(SCC(=O)O)nc32)cc1	8.5	17.4	-4.3	-1.1	-3.7	0.6	6.3	-0.4
NS(=O)(=O)c1ccc(CNC(=O)Cc2ccccc2F)cc1	1.3	nt	5.2	-0.7	-1.8	-2.6	1.9	nt
C[C@@H]1CN([C@@H](C)CO)C(=O)c2cccc(NC(=O)Nc3ccc(C(F)(F)F)cc3)c2O[C@@H]1CN(C)Cc1ccncc1	-16.3	-3.1	-8.9	0.8	nt	-1.1	-20.1	1.5
Cc1ccc(S(=O)(=O)N(C)C[C@@H]2Oc3ccc(NS(=O)(=O)c4ccc(F)cc4)cc3CC(=O)N([C@H](C)CO)C[C@H]2C)cc1	-25.5	7.9	2.1	3.9	nt	0.2	-10.0	3.8
